Rin1-Abl PPI inh: inhibitors of human Rin1-Abl protein interaction; TR-FRET Rin1/Abl binding, biochemical; AID 588664; inhibition, % at 7.35 µM; hit rate 0.4% among 360,000; in the data active = inhibition above about 5%, passing the limit was not always enough
MsrA inhibitor: inhibits bovine methionine sulfoxide reductase A; purified bovine MsrA, absorbance read-out; inhibition, % at 15.5 µM; hit rate 0.75% among 360,000; AID 651718; in the data active = inhibition above about 4.5%;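 note: 0% = vehicle wells with enzyme and 100% = reference inhibitor wells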
CendR NRP1 mod: NRP-1/CendR interaction modulation; O14786; FAM-RPARPAR peptide binding to NRP-1, fluorescence polarization; inhibition, % at 25 µM; hit rate 0.85% among 360,000; AID 602438;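 active = inhibition or corrected inhibition above about 18%, plus a signal ratio from 0.5 to 1.5, limit read from the data, passing the limit was not always enough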; note: strong numbers were not always called active
FAS TE block: FAS thioesterase (human) inhibition | recombinant FAS-TE, OMFH fluorogenic substrate, fluorescence endpoint | inhibition, % at 15 µM | hit rate 0.67% among 360,000;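 active = compounds whose normalised, plate-corrected inhibition of enzyme fluorescence in the single-dose primary screen is 50% or more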;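 note: 0% = DMSO with enzyme and 100% = substrate without enzyme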
MT1-MMP act inh: MT1-MMP (human) activation inhibition. P50281. HT1080 RFP-PRO-GFP cells, GFP/RFP ratio fluorescence, overnight; percent of plate control window, DMSO zero. GFP/RFP ratio change, % at 20 µM. hit rate 0.061% among 360,000;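 active = GFP/RFP ratio change of at least 30% with cell ATP level not reduced by more than half and red fluorescence within 50% of control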; note: strong numbers were not always called active
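Material – HT1080 RFP-PRO-GFP cells · Control set – DMSO wells and RFP-L50D-GFP cells · Incubation – overnight cell settling, then overnight compound exposure, 37 °C, 5% CO2 · Compound dosing – single-point 20 µM compound, 1% DMSO · Read-out – GFP/RFP fluorescence ratio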
Neddyl block: blocks human cullin neddylation. calls only at 25 µM. hit rate 0.58% among 360,000. TR-FRET cullin neddylation, biochemical. P61081+Q13564; in the data active = inhibition above about 36%
SKN-1 block: inhibitors of C. elegans SKN-1; C. elegans VP596 Pgst-4::GFP/RFP ratio, acrylamide-induced, 24 h; inhibition, % at 21.8 µM; hit rate 0.49% among 360,000;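 active = interference check ratio from 0.5 to 1.5 plus GFP to RFP signal ratio inhibition reaching or exceeding a fixed threshold, cut at about 30% in these data, passing the limit was not always enough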; note: some compounds called inactive have numbers as strong as hits
MsrA act: bovine methionine sulfoxide reductase A activation; hit rate 0.3% among 360,000; activation, % at 10.6 µM; purified bovine MsrA, absorbance read-out; in the data active = activation above about 7.5%;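 note: 0% = vehicle and 100% = reference activator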
eLon inh: inhibitors of E. coli Lon protease. P0A9M0. purified E. coli Lon protease, fluorescence polarization. inhibition, % at 7.94 µM. hit rate 0.42% among 360,000. AID 602123; in the data active = inhibition above about 13%, passing the limit was not always enough;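 note: 0% = enzyme with probe and DMSO and 100% = no enzyme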
The depositor's hits bear a star; i = inactive; . = not tested or not shown.

Compound	Neddyl block	MsrA inhibitor	FAS TE block	CendR NRP1 mod	MT1-MMP act inh	MsrA act	Rin1-Abl PPI inh	SKN-1 block	eLon inh
COc1ccc(C(=O)COC(=O)c2ccco2)cc1	i	0.8	-4	-3	2	1	-2	-10	12
CN(C)c1nn2c(-c3ccccc3)nnc2o1	i	0.0	-6	7	9	1	1	11	1
COCCN1C(=O)N(c2ccc(Cl)cc2)C(=O)C1CC(=O)Nc1cc(OC)cc(OC)c1 (stereo not drawn)	i	0.7	0	5	0	-3	0	17	-2
CCOC(=O)c1cccnc1NC(=O)c1ccccc1	i	0.7	-7	3	-3	-9	2	4	-2
CCC(C)Nc1nc(C)nc2c1oc1ccccc12 (stereo not drawn)	i	-0.5	-1	0	3	-3	-4	15	15
CN(C(=O)COC(=O)CSc1ccc([N+](=O)[O-])cc1)C1CCS(=O)(=O)C1 (stereo not drawn)	i	2.8	-3	8	3	-6	2	8	-10
CC(C)N1CCC(N2CCN(Cc3ccc(C#CC(C)(C)O)s3)CC2CCO)CC1 (stereo not drawn)	i	0.6	-12	0	1	-11	5	8	-4
CN(C)S(=O)(=O)N1CCN(S(=O)(=O)c2ccccc2)CC1	i	1.2	-2	-2	7	1	-1	-4	-4
C=CCn1c(SCC(=O)c2c(N)n(C3CC3)c(=O)[nH]c2=O)nnc1-c1ccoc1C	i	-0.3	-5	3	1	-4	4	13	0
CCn1c(Cn2nnc(-c3ccccc3)n2)nnc1SCc1ccc(Cl)c(Cl)c1	i	-0.1	19	2	1	-2	-4	-1	-6
CN(CCCNC(=O)c1ccc(CS(=O)c2ccc(Br)cc2)o1)Cc1ccccc1 (stereo not drawn)	i	-0.4	-5	12	1	0	-2	2	-2
COc1cc(/C=C2/C(=O)N=C(N)N2C)cc(OC)c1OC	i	.	-27	2	-13	0	0	-12	-10
Cc1noc(C)c1S(=O)(=O)Nc1ccc2c(c1)CC(=O)N([C@H](C)CO)C[C@H](C)[C@H](CN(C)S(=O)(=O)c1ccc(F)cc1)O2	i	-0.5	-4	8	1	-2	1	10	-1
CCn1ccnc1CN(C)Cc1cn(-c2ccc(C)cc2)nc1-c1cccc(C)c1	i	-0.3	19	-14	-4	0	-5	3	-3
O=C(NCc1ccco1)c1cc2ccccc2o1	i	0.7	-3	8	4	0	1	-12	-11
O=C(O)c1cc(NN=Nc2cccc([N+](=O)[O-])c2)cc([N+](=O)[O-])c1	i	4.3	12	3	-9	-5	3	-3	7

Copied from the list:
COc1cc(/C=C2/C(=O)N=C(N)N2C)cc(OC)c1OC in Rin1-Abl PPI inh is listed with 0
CN(CCCNC(=O)c1ccc(CS(=O)c2ccc(Br)cc2)o1)Cc1ccccc1 (stereo not drawn) in CendR NRP1 mod is listed with 12

Continuation.
Compound	Neddyl block	MsrA inhibitor	FAS TE block	CendR NRP1 mod	MT1-MMP act inh	MsrA act	Rin1-Abl PPI inh	SKN-1 block	eLon inh
COc1cccc(NC(=O)COC(=O)c2c(C)nn(-c3ccccc3)c2C)c1	i	0.1	0	6	-3	-10	2	-10	-6
COc1ccccc1NCCC(=O)OCC(=O)Nc1cccc(S(=O)(=O)N(C)C)c1	i	-0.1	4	12	3	-3	-1	-11	1
COc1ccccc1N(CC(O)COc1ccccc1C)S(=O)(=O)c1ccccc1 (stereo not drawn)	i	-0.6	8	8	-2	-8	0	1	9
COC(=O)CSc1nnc(-c2ccc(S(=O)(=O)N3CCCC3)cc2)o1	i	-0.6	-3	5	-2	-2	2	-5	-5
CC(C)C[C@H]1CN(CCCC[C@H]2CNC(=O)C(=O)N2Cc2ccccc2)C(=O)C(=O)N1Cc1ccccc1	i	-0.6	-8	1	4	-1	.	24	-6
CC1=C(C(=O)N(C(C)C)C(C)C)CC(CC(=O)NC2CCCC2)C(=O)N1CCCN1CCCC1=O (stereo not drawn)	i	1.7	-4	4	0	-4	-1	-3	0
CC(=O)NNc1nc(-c2ccccc2)c2cc(Cl)ccc2n1	i	2.0	-2	2	3	-1	1	-15	-1
N#Cc1ccccc1COC(=O)c1cc(S(=O)(=O)N2CCOCC2)ccc1F	i	-0.2	3	-10	3	1	1	3	-13
O=C(NCc1ccccc1C(F)(F)F)c1cccc2c1C(=O)c1ccc(N3CCCCC3)cc1S2(=O)=O	i	0.4	-44	-47	-95	-4	4	-14	-21
CC1CN(C(=O)COC(=O)[C@@H](NC(=O)c2ccccc2Cl)C(C)C)CC(C)O1 (stereo partly drawn)	i	-0.3	-7	-4	4	-2	2	-6	-2
CC1CCOC2(O1)C(=O)N(CN1CCN(c3ccccc3F)CC1)c1ccccc12 (stereo not drawn)	i	0.5	-2	0	0	0	0	13	-6
CN(C(=O)CSc1nnc2ccccn12)c1c(N)n(Cc2ccccc2)c(=O)[nH]c1=O	i	-1.7	-9	-2	1	-7	0	-8	1
O=C([C@@H]1CC=C[C@@H]2CCN(C3CC3)C(=O)[C@@H]21)N1CCN(c2ccccc2)CC1	i	0.6	-7	-4	-1	-3	4	3	-1
O=C(OCN1C(=O)c2ccccc2C1=O)c1ccccc1	i	0.7	2	6	-1	-9	3	-4	-17
Cc1cc(N2CCN(Cc3nc(-c4ccc(Cl)cc4)oc3C)CC2)cc(C)n1	i	1.0	-5	2	.	-9	0	-14	3
COc1ccc(NC(=O)c2ccc3c(c2)OCO3)cc1[N+](=O)[O-]	i	0.8	0	-2	0	-3	-2	6	7
CN(C)Cc1c(C(=O)N/N=C/c2cccc(OCc3ccc(F)cc3)c2)nnn1-c1nonc1N	i	1.4	-5	0	3	-6	2	-2	1
CCOc1ccc(CN(C)C(=O)CNC(=O)Cc2cccc3ccccc23)cc1	i	-0.8	0	-3	0	-1	1	-5	1
Nc1ncnc2c1ncn2[C@@H]1O[C@H](C(=O)N2CCSC2)[C@@H](O)[C@H]1O	i	-1.0	-6	3	0	-1	1	-4	-9
CCOCCN1CCN(c2c(CC)c(C)nc3cc(-c4cc(OC)cc(OC)c4)nn23)CC1	.	-0.1	6	5	4	-3	0	1	-6
COc1ccc2nc3ccccc3nc2c1NC(=O)c1ccccc1Cl	i	1.9	-5	132	4	-3	-5	-139	-10
Cc1ccc(NS(=O)(=O)c2c(C)[nH]c(C)c2C(=O)N2CCCCC2)c(Cl)c1	i	0.5	-2	10	-1	-2	-2	13	0
CCCCn1cnc2c(c1=O)c1nc3ccccc3nc1n2Cc1ccc2c(c1)OCO2	i	1.3	-2	-20	-5	-4	-4	4	-6
O=C(CCc1nc(-c2ccccc2)no1)NC1CCCCC1	i	1.8	2	16	.	-1	-4	16	13
C=CCSC1=N/C(=C\c2ccsc2)C(=O)S1	i	0.4	-4	8	-2	-2	-3	-1	-10
CCCc1cc(=O)[nH]c(SCC(=O)Nc2nonc2C)n1	i	-0.1	-2	8	-3	0	-1	24	-7
COc1ccc(/C=C(\NC(=O)c2ccc([N+](=O)[O-])cc2)C(=O)NCCN2CCOCC2)cc1	i	1.2	64*	1	0	-10	-2	-19	-4
COc1ccc(OC)c2c1CCC1(C2)NC(=O)NC1=O (stereo not drawn)	i	0.1	-6	-9	2	-16	4	9	1
CN1C(=O)c2cccc3c(S(=O)(=O)NCc4ccco4)ccc1c23	.	1.7	-10	-8	3	2	-3	1	2
Cc1ccc(S(=O)(=O)N2CCN(C(=O)COC(=O)Cc3ccc(F)cc3)CC2)c(C)c1	i	-1.1	8	12	-4	6	5	2	-19
CCN1C(=O)N[C@@H](c2cccc(F)c2)C(C(=O)OC)=C1C	i	-1.5	-9	-3	1	-3	1	23	-13
COc1ccc(CCNc2cc(C)nc3c(-c4ccc(Cl)cc4)cnn23)cc1OC	.	2.1	35	-2	-3	-2	-2	13	3
Cc1cc(C)c(C(=O)COC(=O)CCn2c(C)csc2=O)cc1C	i	-0.3	8	0	-2	-2	5	1	0
CCn1c(SCC(=O)N2CCOCC2)nc(O)cc1=O	i	0.0	-5	0	0	3	0	-3	-3
COc1ccc(C(C)=O)cc1Cn1c(=O)cc(C)[nH]c1=O	i	-1.6	-2	-7	-2	0	3	8	-9
CCC1(c2ccccc2)NC(=O)N(CC(=O)Nc2nnc(C3CC3)s2)C1=O (stereo not drawn)	i	-0.6	-3	5	1	-2	1	20	-8
COc1ccc(CN2CCNC(=O)C2CC(=O)NCc2cn[nH]c2-c2ccccc2)c(F)c1 (stereo not drawn)	i	-0.3	-9	0	-2	-1	2	-4	2
CC(C)(C)c1nn(-c2ccccc2)c2[nH]c(=O)c(CNc3ccc4c(c3)OCCO4)cc12	i	3.0	13	-19	0	-3	-2	5	-5
CC(NC(=O)C1CCN(C(=O)Nc2ccccc2)CC1)c1ccccc1Cl (stereo not drawn)	i	0.0	-5	19	4	-1	0	14	-22
Cc1ccc(S(=O)(=O)N2CCCC2)cc1C(=O)N1CCN(Cc2ccccc2)CC1	i	-0.5	-4	12	-2	-2	2	-14	2
O=C(NNC(=O)C(O)c1ccccc1)NC1CCCCC1 (stereo not drawn)	i	0.4	-6	8	1	-6	2	6	7
N#CCC(=O)N/N=C/c1cccc(Oc2ccccc2)c1	i	-0.2	0	-6	-2	-2	0	10	4
Cc1ccc(NC(=O)CCC(=O)N/N=C/c2ccco2)c(C)c1	i	-0.5	-10	10	-1	0	-2	4	-6
COc1cc(C#N)c(NC(=O)CN2CCC(C(N)=O)CC2)cc1OC	i	-0.3	-4	-12	-3	-3	-3	12	-1
COc1ccc(C2CC(C)=C(C#N)S(=O)(=O)C2C#N)cc1 (stereo not drawn)	i	-0.1	5	-1	-7	1	-3	16	-8
CCOC(=O)C1CCN(C(=O)COC(=O)c2ccccc2C(=O)c2ccc(Cl)cc2)CC1	i	-0.6	11	14	-1	-4	2	-2	-3
Cn1c(NC(=O)c2ccccc2)c(-c2ccccn2)c(=O)c2ccccc21	i	0.2	-7	-12	-1	-1	1	-2	-3
Cc1onc(-c2c(Cl)cccc2Cl)c1C(=O)Nc1nccs1	i	-0.5	-4	11	-1	-2	2	25	3

Assay outcomes deposited in PubChem BioAssay by several laboratories.

An unsorted share of the library; overall some 4.2% were active at least once.
